# IMPase Li cell = IMPase inhibition in cells with lithium potentiation; CHO-M1 cells, IP1 TR-FRET (IP-One), carbachol + lithium; Potency, µM (doses to about 59.4 µM), for the others: top-dose activity, negative = IMPase inhibition, usual class: inhibitors; 210,000 compounds, 0.35% hits;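 further: IP1 builds up when IMPase is blocked and the TR-FRET signal falls; plate controls were basal vehicle for no effect and high inhibitor control for full effect; nearly all actives have a fitted effect of over 50% in size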
#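 Concentration–response in CHO-M1 cells, lithium-potentiated; 30 min at 37C. IP1 detected by competitive TR-FRET after 10 min lysis at RT. Hill-fitted AC50.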
# KDM4E inh = JMJD2E (human) inhibition; B2RXH2; JMJD2E catalytic domain, FDH-coupled NADH fluorescence (FDH is formaldehyde dehydrogenase); Potency, µM (top dose mostly 57.1 µM), for the others: at the highest dose activity change, negative = inhibition, most hits filed as inhibitors; 230,000 compounds, 1.6% hits; active means well fitted inhibition curve with a large enough effect, not every such curve was filed as active; inconclusive means small, poorly fitted or top-dose-only effect, or another doubt; inactive means no such curve, though single readings can be large or run the other way;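 further: 0% = wells with enzyme and -100% = buffer wells without enzyme; nearly all actives have a fitted effect of over 50% in size; many of its hits are not listed in these tables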
# Target sequence (B2RXH2 1-337 limits assumed): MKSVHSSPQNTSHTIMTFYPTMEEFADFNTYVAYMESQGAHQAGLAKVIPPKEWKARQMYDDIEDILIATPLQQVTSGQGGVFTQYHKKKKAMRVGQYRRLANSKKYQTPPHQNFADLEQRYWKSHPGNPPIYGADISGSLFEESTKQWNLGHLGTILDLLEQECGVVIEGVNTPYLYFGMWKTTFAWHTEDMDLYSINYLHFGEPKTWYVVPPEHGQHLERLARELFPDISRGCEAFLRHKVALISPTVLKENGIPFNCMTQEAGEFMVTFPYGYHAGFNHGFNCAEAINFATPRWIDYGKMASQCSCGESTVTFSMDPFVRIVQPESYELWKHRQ
# NPSR antag = neuropeptide S receptor (human) antagonism, cAMP. Potency, µM (doses to about 38.3 µM), without a hit: at the highest dose activity change, negative = inhibition, most hits filed as inhibitors. CHO-NPSR cells, cAMP TR-FRET, antagonist mode. 220,000 compounds, 1% hits. Q6W5P4; further: on the % scale 0 is the no-effect control and ±100 the full control effect; nearly all actives have a fitted effect of over 50% in size; many of its hits are not listed in these tables
# Target sequence (Q6W5P4 whole entry, looked up): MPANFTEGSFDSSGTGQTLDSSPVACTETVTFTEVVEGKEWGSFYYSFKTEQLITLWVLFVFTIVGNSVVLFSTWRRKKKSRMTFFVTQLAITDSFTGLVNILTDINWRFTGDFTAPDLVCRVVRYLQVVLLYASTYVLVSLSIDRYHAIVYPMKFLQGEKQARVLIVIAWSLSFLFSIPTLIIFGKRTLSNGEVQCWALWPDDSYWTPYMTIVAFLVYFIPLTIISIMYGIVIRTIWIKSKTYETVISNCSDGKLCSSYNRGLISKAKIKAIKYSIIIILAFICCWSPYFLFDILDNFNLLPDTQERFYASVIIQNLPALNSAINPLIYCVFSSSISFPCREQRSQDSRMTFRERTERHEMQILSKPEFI
# KinaseGlo FLuc = counter-screen: inhibitors of Kinase-Glo firefly luciferase; Potency, µM (series often up to 38.3 µM), inactives show at the top dose activity change, negative = inhibition, hits mostly inhibitors; 200,000 compounds, 0.28% hits; Kinase-Glo luciferase, ATP luminescence, 8 min; further: on the % scale 0 is the no-effect control and ±100 the full control effect; nearly all actives have a fitted effect of over 60% in size
#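 Luminescence was the read-out, taken after 8-minute incubation at ambient temperature. Luciferase turned over luciferin with 10 uM ATP in imidazole pH 7.2 buffer containing KCl, MgCl2, Tween 20 and BSA.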
# Epigenetic reg = epigenetic control regulation, reporter derepression; AID 1865; Potency, µM (highest dose often 53.9 µM), without a hit: at the top dose GFP activation, hits mostly activators; 280,000 compounds, 0.2% hits; murine LDR cells, GFP reporter derepression, 30 h; further: % of control where 0% means no effect; nearly all actives have a fitted effect of over 60% in size
#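 Reporter derepression read as number of fluorescent GFP-positive objects, 20-120 um in size, counted by laser-scanning cytometer. Mouse LDR line with an epigenetically silenced CMV-GFP locus; compound incubation 30 h, 37 C.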
# SMN2 splice up = increases expression of the SMN2 splice variant; HEK293 SMN2-luciferase splicing reporter, luminescence, 30-36 h; Potency, µM (highest dose often 46.1 µM), inactives show at the highest dose activity change, positive = activation, actives largely listed as activators; 210,000 compounds, 2.8% hits; further: % of control where 0% means no effect; nearly all actives have a fitted effect of over 55% in size
#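 HEK293 cells carry an SMN2 […]–luciferase reporter in which exon 7 inclusion puts luciferase in frame. Cells were plated 10-12 h before compound addition, then incubated 30-36 h at 37C. ONE-Glo luminescence was read; sodium butyrate at 4.5 mM final served as control.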
# GoLoco inh red = inhibitors of human Gai1-RGS12 GoLoco interaction (red fluorophore) | 230,000 compounds, 0.44% hits | P63096 | Gai1:RGS12 GoLoco peptide FP, rhodamine, 10 min | Potency, µM (highest dose often 61.6 µM), inactives show at the top dose activity, negative = inhibition, actives largely listed as inhibitors; active means well fitted inhibition curve with a large enough effect, not every such curve was filed as active; inactive means no such curve, though single readings can be large or run the other way; further: on the % scale 0 is the no-effect control and ±100 the full control effect; nearly all actives have a fitted effect of over 30% in size; many of its hits are not listed in these tables
# Target sequence (P63096 whole entry, looked up): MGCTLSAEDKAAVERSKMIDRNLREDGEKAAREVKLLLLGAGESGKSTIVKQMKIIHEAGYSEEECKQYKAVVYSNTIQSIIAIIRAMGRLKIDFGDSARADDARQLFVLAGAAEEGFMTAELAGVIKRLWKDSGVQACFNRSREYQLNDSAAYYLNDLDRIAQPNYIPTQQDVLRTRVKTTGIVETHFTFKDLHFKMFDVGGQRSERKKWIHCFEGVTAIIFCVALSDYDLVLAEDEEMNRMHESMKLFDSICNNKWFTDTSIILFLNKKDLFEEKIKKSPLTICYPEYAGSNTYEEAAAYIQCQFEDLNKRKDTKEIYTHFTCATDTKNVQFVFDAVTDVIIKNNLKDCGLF
# RECQ1 inh = RECQ1 (human) helicase inhibition | RECQ1 DNA unwinding, red fluorescence kinetic read | P46063 | 240,000 compounds, 0.54% hits | Potency, µM (highest dose often 57.3 µM), inactives show top-dose activity, negative = inhibition, hits mostly inhibitors;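 further: plate controls were vehicle for no effect and no enzyme for full effect; nearly all actives have a fitted effect of over 30% in size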
#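 50 nM RECQ1T1 preincubated 15 min with compound in Tris pH 8.0 buffer with MgCl2, DTT, Tween-20 and 2.5 ug/ml poly(dI-dC); started with 200 nM TAMRA/BHQ-2 forked duplex and 2 mM ATP. Unwinding read as fluorescence (525/598 nm), two reads 2 h apart.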
# Active calls of the source: *; i = inactive; u = inconclusive; x = no result given; [ ] = remark or other dose. Unless noted, the call rests on the fitted dose curve; in most records, active means well fitted curve in the direction sought with a large enough effect; inconclusive means small, poorly fitted or top-dose-only effect, or another doubt; inactive means no such curve, though single readings can be large; an effect the other way counts as inactive or inconclusive. Potency means the concentration at half of the fitted maximal effect.
item	SMILES	IMPase Li cell	KDM4E inh	NPSR antag	KinaseGlo FLuc
1	CCOc1ccc(NC2OC(C)C(O)C(O)C2O)c([N+](=O)[O-])c1 (stereo unspecified)	23%	14%	-6%	-1%
2	O=C(NCCN1CCN(c2ccccc2)CC1)C1(S(=O)(=O)c2ccc(Cl)cc2)CC1	70%[activator][38.3 µM]	-16%	-4%[46.1 µM]	3%
3	CCCn1c(O)c(CN2CCCC(C)C2)c(C)c(C#N)c1=O (stereo unspecified)	15%[38.3 µM]	u	-4%[46.1 µM]	-3%
4	CCC(=O)Nc1cccc(NC(=S)NC(=O)c2cc3ccccc3o2)c1	-6%	8%	-12%	-6%
5	COc1ccc(C2C3=C(CCCC3=O)Nc3nc(SCc4ccc(C(=O)O)cc4)nn32)cc1OC (stereo unspecified)	-3%[38.3 µM]	u	-11%[46.1 µM]	17%
6	Cc1sc(-c2ccncc2)nc1OC(=O)c1ccccc1	19%[38.3 µM]	u	-17%[46.1 µM]	-1%
7	NN1C(=O)NC(c2ccccc2)(c2ccccc2)C1=O	-7%	12%	33%	0%
8	O=C(Nc1nnc(-c2ccco2)s1)c1ccccc1	-18%[38.3 µM]	u	-21%[46.1 µM]	-7%
9	CCc1ccc2c(c1)C(C)=CC(C)(C)N2	15%[38.3 µM]	u	0%[46.1 µM]	-3%
10	COc1ccc(-c2ccc(=O)n(Cc3cccc([N+](=O)[O-])c3)n2)cc1	6%	-3%	-16%	-1%
11	COc1cccc(NC(=S)Nc2cc(C)cc(C)n2)c1	x	-7%	u	x
12	O=C(CCCCCn1c(=S)[nH]c2ccc(N3CCOCC3)cc2c1=O)NCc1ccc(Cl)cc1	11µM*	u	10µM*	2%

item	Epigenetic reg	SMN2 splice up	GoLoco inh red	RECQ1 inh
1	-1.2%	0%	11%	9%
2	-0.8%	-42%[inhibitor]	10%	-5%
3	1.8%	-16%	91%[activator]	-12%
4	0.4%	2.8µM*	-26%	4%
5	-1.2%	-10%	1%	2%
6	0.2%	3%	15%	i
7	-0.9%	x	4%	0%
8	0.0%	2µM*	19%	i
9	0.0%	14%	8%	1%
10	0.1%	-41%[inhibitor]	3%	-3%
11	-7.8%	x	9%	-10%
12	1.1%	-40%[inhibitor]	10%	i

# Continuation:
item	SMILES	IMPase Li cell	KDM4E inh	NPSR antag	KinaseGlo FLuc
13	c1cnc2c(Oc3ncnc4sccc34)cccc2c1	4%	5%	1%	x
14	Cc1cc(-c2nc(C)c(-c3nnc(SCC(=O)Nc4cc(Cl)cc(Cl)c4)n3C)s2)no1	x	u	u	x
15	COCCN(Cc1ccccc1)C(=S)Nc1ccc(OC(F)F)cc1	-3%	8%	-15%	1%
16	CCOC(=O)C1(CCCc2ccccc2)CCN(C(=O)c2ocnc2C)CC1	15%	5%	21%	5%
17	CCOC(=O)N1CCC(NCCNC(=O)c2cccs2)CC1	18%[38.3 µM]	u	11%[46.1 µM]	-2%
18	COc1ccc(NC(=O)NCc2ccccc2F)cc1OC	13%	0%	0%	2%
19	CCOc1ccc(NC(=O)c2cc3ccccc3cc2O)cc1	x	-16%	-3%	x
20	COc1ccc([N+](=O)[O-])cc1NC(=O)c1ccc(N2C(=O)CCC2=O)cc1	x	-8%	2%	x
21	C[C@H](NC(=O)c1ccco1)C(=O)Nc1ccc2c(c1)OCO2	-5%	-1%	2%	-4%
22	O=C1CN(C(=O)COC(=O)CNS(=O)(=O)/C=C/c2ccccc2)c2ccccc2N1	9%	-4%	15%	1%
23	Cc1c(Br)c(=O)oc2c(C)c(O)ccc12	-15%	u	-13%	-6%
24	CCn1c(SCC(=O)Nc2cccc(C(C)=O)c2)nnc1C(C)C	-9%[38.3 µM]	2%	-4%[46.1 µM]	-1%

item	Epigenetic reg	SMN2 splice up	GoLoco inh red	RECQ1 inh
13	1.1%	x	-4%	-4%
14	6.6%	x	1%	i
15	-1.1%	-30%	8%	-14%
16	2.5%	x	-3%	-4%
17	-0.9%	0%	-15%	-1%
18	-1.5%	11%	9%	-2%
19	0.0%	x	-6%	4%
20	11%	x	-5%	i
21	1.0%	-1%	12%	i
22	-2.6%	1%	1%	1%
23	1.0%	-11%	9%	3%
24	0.1%	-4%	8%	-2%

# Next part
item	SMILES	IMPase Li cell	KDM4E inh	NPSR antag	KinaseGlo FLuc
25	O=C(c1ccncc1)N1CCC2(CC1)CCN(c1cccc(-c3ccccc3)c1)CC2	12%	x	x	-2%
26	Cc1cc(C(=O)NCCc2ccc(Cl)cc2)no1	-6%	7%	4%	3%
27	Cc1cc(NC(=O)CCC(=O)N(Cc2ccco2)C(C(=O)NC2CCCC2)c2ccccc2C)no1 (stereo unspecified)	10%	18%	-29%[46.1 µM]	1%
28	Cc1ccc(S(=O)(=O)N=Nc2c(O)[nH]c3cc(O)c(C(=O)O)cc23)cc1	2%	x	x	-2%[7.66 µM]
29	COc1ccc(C(=O)NC(C)c2cc(OC)c(OC)cc2Br)cc1 (stereo unspecified)	1%[38.3 µM]	9%	-5%[46.1 µM]	-2%
30	CCN1CCN(C(=O)CCc2nc3ccccc3n2-c2ccccc2)CC1	4%	10%	19%	0%
31	CC1Nc2ccccc2C(=O)N1NS(C)(=O)=O (stereo unspecified)	5%	u	9%	x
32	COc1cccc(/C=C/C(=O)OCC(=O)Nc2cc(S(=O)(=O)N3CCOCC3)ccc2C)c1	7%	5%	-3%	-1%
33	CCN1C(=O)C2C(C1=O)N1C(c3cccs3)C3C(=O)N(CC)C(=O)C3N1C2c1cccs1 (stereo unspecified)	8%[38.3 µM]	19%	-8%[46.1 µM]	-2%
34	CC(=O)c1ccc(NC(=O)CN2CCN(c3ncccn3)CC2)cc1	14%[38.3 µM]	u	-3%[46.1 µM]	-1%
35	Cn1c(N/N=C/c2cccs2)cc(=O)n(C)c1=O	17%[38.3 µM]	u	-10%[46.1 µM]	0%
36	Cc1ccc(-c2nnn(CC(=O)Nc3ccccc3N3CCOCC3)n2)cc1	15%[38.3 µM]	8%	-21%[46.1 µM]	-2%

item	Epigenetic reg	SMN2 splice up	GoLoco inh red	RECQ1 inh
25	x	-63%[inhibitor]	7%	-9%
26	3.2%	1%	-6%	i
27	0.0%	4%	0%	-5%
28	x	-9%[9.22 µM]	7%[14.2 µM]	x
29	-2.1%	-15%	-5%	-13%
30	3.2%	11%	0%	-6%
31	1.3%	x	5%	-5%
32	-1.2%	-9%	-4%	-4%
33	0.9%	3%	1%	3%
34	0.0%	-46%	-10%	-8%
35	-0.2%	1%	-2%	-7%
36	-0.1%	-16%	8%	0%

# Following part
item	SMILES	IMPase Li cell	KDM4E inh	NPSR antag	KinaseGlo FLuc
37	Cc1[nH]nc2c1C(c1ccoc1)C(C#N)=C(N)O2 (stereo unspecified)	-3%[38.3 µM]	-24%	12%[46.1 µM]	3%
38	COc1cccc(/C=N/n2nnc3c(cnn3-c3ccccc3)c2=O)c1	-8%[38.3 µM]	-1%	-7%[46.1 µM]	-3%
39	CCOC(=O)C1=C(N)Oc2c(oc(CO)cc2=O)C1c1ccc(Cl)cc1 (stereo unspecified)	x	3%	5%	x
40	N#CCC1c2ccccc2CCN1C(=O)Nc1cccc(Cl)c1 (stereo unspecified)	-6%	13%	-14%[46.1 µM]	3%
41	CC(=O)NC(CC(=O)Nc1cccc(S(=O)(=O)N2CCCCC2)c1)c1ccccc1 (stereo unspecified)	8%[38.3 µM]	-3%	-23%[46.1 µM]	-7%
42	C=C1O[C@@](CO)(n2cnc3c(N)ncnc32)[C@H](O)[C@@H]1O	-3%	x	x	x
43	CC(=O)c1c(C)n(C)c2ccc(O)cc12	7%[38.3 µM]	-2%	-10%[46.1 µM]	1%
44	CCCNC(=O)c1ccccc1NC(=O)c1ccccc1N(C)S(=O)(=O)c1ccccc1	x	-1%	-27%[46.1 µM]	x

item	Epigenetic reg	SMN2 splice up	GoLoco inh red	RECQ1 inh
37	0.0%	-3%	-1%	-3%
38	-0.9%	-52%[inhibitor]	11%	6%
39	0.0%	x	-5%	-4%
40	-0.9%	-16%	-4%	-2%
41	2.7%	-3%	1%	-7%
42	0.0%	-7%	1%	3%
43	0.8%	-4%	-6%	3%
44	0.0%	x	x	0%

# An excerpt of these results, with values under each structure:
# Below each SMILES – IMPase Li cell | KDM4E inh | NPSR antag | KinaseGlo FLuc | Epigenetic reg | SMN2 splice up | GoLoco inh red | RECQ1 inh
[33] CCN1C(=O)C2C(C1=O)N1C(c3cccs3)C3C(=O)N(CC)C(=O)C3N1C2c1cccs1 (stereo unspecified)
 : 8%[38.3 µM] | 19% | -8%[46.1 µM] | -2% | 0.9% | 3% | 1% | 3%
[34] CC(=O)c1ccc(NC(=O)CN2CCN(c3ncccn3)CC2)cc1
 : 14%[38.3 µM] | u | -3%[46.1 µM] | -1% | 0.0% | -46% | -10% | -8%
[35] Cn1c(N/N=C/c2cccs2)cc(=O)n(C)c1=O
 : 17%[38.3 µM] | u | -10%[46.1 µM] | 0% | -0.2% | 1% | -2% | -7%
[36] Cc1ccc(-c2nnn(CC(=O)Nc3ccccc3N3CCOCC3)n2)cc1
 : 15%[38.3 µM] | 8% | -21%[46.1 µM] | -2% | -0.1% | -16% | 8% | 0%
[37] Cc1[nH]nc2c1C(c1ccoc1)C(C#N)=C(N)O2 (stereo unspecified)
 : -3%[38.3 µM] | -24% | 12%[46.1 µM] | 3% | 0.0% | -3% | -1% | -3%
[38] COc1cccc(/C=N/n2nnc3c(cnn3-c3ccccc3)c2=O)c1
 : -8%[38.3 µM] | -1% | -7%[46.1 µM] | -3% | -0.9% | -52%[inhibitor] | 11% | 6%
[39] CCOC(=O)C1=C(N)Oc2c(oc(CO)cc2=O)C1c1ccc(Cl)cc1 (stereo unspecified)
 : x | 3% | 5% | x | 0.0% | x | -5% | -4%
[40] N#CCC1c2ccccc2CCN1C(=O)Nc1cccc(Cl)c1 (stereo unspecified)
 : -6% | 13% | -14%[46.1 µM] | 3% | -0.9% | -16% | -4% | -2%
[41] CC(=O)NC(CC(=O)Nc1cccc(S(=O)(=O)N2CCCCC2)c1)c1ccccc1 (stereo unspecified)
 : 8%[38.3 µM] | -3% | -23%[46.1 µM] | -7% | 2.7% | -3% | 1% | -7%
[42] C=C1O[C@@](CO)(n2cnc3c(N)ncnc32)[C@H](O)[C@@H]1O
 : -3% | x | x | x | 0.0% | -7% | 1% | 3%

# Screens from PubChem BioAssay.

# The list is partial; count on the stated rates, not on these rows.
